UPR XBP1 act: activators of adaptive arm of unfolded protein response (XBP1). CHO-XBP1 luciferase reporter, IRE1-XBP1 UPR activation, luminescence; percent of tunicamycin response, DMSO as zero. activation, % at 20 µM. actives 0.33% (n = 330,000). AID 463104;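 active = versus positive control, 20 µM dose yields 30% or more activation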;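 note: 100% = tunicamycin at 10 µg/mL and 0% = DMSO only wells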
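Assay system: IRE1-XBP1 luciferase reporter CHO line. Input: 1000 cells/well. Buffer or medium: F12 with 10% serum. Doses: 20 µM, 1% DMSO. Times: overnight seeding at 37 °C, 6 h compound treatment at 37 °C. Technique: Steady-Glo luciferase glow luminescence, 10 min after reagent addition.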
APJ agonist: agonists of human APJ apelin receptor; actives 0.11% (n = 330,000); P35414; CHO-K1 APJ PathHunter beta-arrestin, luminescence; 0% DMSO wells, 100% apelin; activation, % at 20 µM;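 active = activation more than six SD over the plate average, tested at 20 µM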;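 note: 0% = DMSO alone and 100% = apelin-13 at 10 nM; some results filed as inactive read as strong as hits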
Target sequence (P35414 whole entry, looked up): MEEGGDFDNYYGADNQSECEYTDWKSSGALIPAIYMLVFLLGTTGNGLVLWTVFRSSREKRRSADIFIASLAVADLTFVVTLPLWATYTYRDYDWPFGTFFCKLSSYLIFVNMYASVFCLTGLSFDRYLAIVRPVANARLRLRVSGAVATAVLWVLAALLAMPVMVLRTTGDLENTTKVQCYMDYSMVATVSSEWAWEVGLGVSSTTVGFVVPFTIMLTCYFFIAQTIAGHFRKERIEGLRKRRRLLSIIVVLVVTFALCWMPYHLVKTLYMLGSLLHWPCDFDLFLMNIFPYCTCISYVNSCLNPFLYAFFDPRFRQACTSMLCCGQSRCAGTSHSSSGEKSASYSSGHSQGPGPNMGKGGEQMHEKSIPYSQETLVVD
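Test system – PathHunter CHO-K1 APJ (AGTRL-1) beta-arrestin reporter cells · Input – 1000 cells/well · Compound – single test compound dose, 20 µM final, 1% DMSO · Times – compound stimulation 90 min at 25 °C, detection 60 min · Technique – beta-gal luminescence · Read-out basis – APJ–arrestin association signal · Control set – negative DMSO alone, positive Apelin-13 at 10 nM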
tim23-1 inh: growth inhibitors of tim23-1 mutant yeast. S. cerevisiae tim23-1 growth, BacTiter-Glo luminescence, 24 h. inhibition, % at 20 µM. actives 1.3% (n = 330,000);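 active = growth inhibition of the mutant yeast at or above 50%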;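 note: temperature-sensitive mutant grown at 25 °C; plate controls were DMSO-treated mutant yeast for no effect and medium wells lacking yeast for full effect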
UPR CHOP act: activators of apoptotic arm of unfolded protein response (CHOP). CHO-CHOP luciferase reporter, UPR activation, luminescence; percent of tunicamycin response over DMSO baseline. AID 449763. activation, % at 10 µM. actives 0.34% (n = 330,000);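 active = at 10 µM dose, activation of 40% or more, normalized to positive control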;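 note: 100% = tunicamycin at 10 µg/mL and 0% = DMSO alone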
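Test system: CHO-CHOP cells, stable luciferase reporter of PERK-eIF2a-CHOP signalling | Quantity: 500 CHO-CHOP cells per well | Buffer or medium: F12 plus 10% serum | Compound dosing: 10 µM single point, 0.5% DMSO | Schedule: 6 h compound treatment, 37 °C | Signal: Luciferase luminescence | Control set: Tunicamycin high control, DMSO low control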
APJ antagonist: APJ receptor antagonism. P35414. CHO-K1 APJ beta-arrestin complementation, luminescence. AID 2521. inhibition, % at 20 µM. actives 0.32% (n = 330,000);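 active = inhibition above about 40% at 20 µM, limit read from the data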;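 note: cells challenged with 10 nM apelin-13 agonist together with compound; plate controls were apelin-13 plus DMSO wells for no effect and DMSO wells lacking apelin-13 for full effect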
tim10-1 inh: tim10-1 yeast growth inhibition; actives 2.2% (n = 330,000); inhibition, % at 20 µM; AID 463190; S. cerevisiae tim10-1 ts strain growth, BacTiter-Glo, 24 h;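 active = inhibition of at least 40%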;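 note: mutant grown at 25 °C; 0% = DMSO wells with yeast and 100% = wells holding no yeast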
TIM10 inh: TIM10 yeast growth inhibition; S. cerevisiae TIM10 strain growth, BacTiter-Glo luminescence, 24 h; inhibition, % at 10 µM; actives 1.4% (n = 330,000);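 active = inhibition of 40% or more at the single tested concentration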;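 note: wild-type TIM10 isogenic control strain grown at permissive 25 °C; 0% = DMSO yeast wells and 100% = minimal medium wells without yeast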
Mdm2-MdmX inh: disrupts the human Mdm2-MdmX interaction. SaOS-2 split-luciferase Mdm2/MdmX complementation, luminescence. inhibition, % at 8 µM. actives 3% (n = 330,000);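 active = inhibition of at least 50% at 8 µM in the primary screen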
CXCR6 block: CXCR6 (human) receptor inhibition; actives 0.36% (n = 360,000); O00574; AID 602244; CHO-K1 PathHunter CXCR6 beta-arrestin, luminescence; inhibition, % at 20 µM; in the data active = inhibition above about 34%, passing the limit was not always enough;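 note: antagonist mode with CXCL16 agonist at 10 nM final; 0% = 10 nM CXCL16 with DMSO and 100% = unstimulated wells without agonist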
Target sequence (O00574 whole entry, looked up): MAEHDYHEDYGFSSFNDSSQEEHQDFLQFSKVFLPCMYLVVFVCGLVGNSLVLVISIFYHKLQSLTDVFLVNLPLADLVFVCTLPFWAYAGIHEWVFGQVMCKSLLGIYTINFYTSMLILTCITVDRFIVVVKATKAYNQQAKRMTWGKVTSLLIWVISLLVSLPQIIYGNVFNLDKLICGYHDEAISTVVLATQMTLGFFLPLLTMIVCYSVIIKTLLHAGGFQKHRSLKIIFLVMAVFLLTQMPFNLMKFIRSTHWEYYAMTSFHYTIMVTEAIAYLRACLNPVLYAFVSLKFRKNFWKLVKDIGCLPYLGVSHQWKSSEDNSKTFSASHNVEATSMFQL
An asterisk follows results filed as active; · = no result given.

SMILES	UPR XBP1 act	APJ agonist	tim23-1 inh	UPR CHOP act	APJ antagonist	tim10-1 inh	TIM10 inh	Mdm2-MdmX inh	CXCR6 block
COc1ccc(Cc2nnc(SCc3ccc([N+](=O)[O-])cc3)o2)cc1	-4	-1	-1	-1.4	7	28	2	60*	-7
COC(=O)c1ccc(CN2CCCC(C(=O)Nc3cccc(-n4cnnn4)c3)C2)cc1 (stereo not drawn)	-6	-1	16	0.5	8	2	-4	-9	-8
CCOC(=O)c1c(C2CCN(C(=O)OCC)CC2)nc2ccccn12	2	-1	23	4.8	-7	11	6	1	-1
CC(C)Sc1n[nH]c(=O)n1-c1ccccc1	1	2	-2	-0.6	10	0	3	15	6
O=C(CN1C(=O)S/C(=C\c2ccccc2F)C1=O)NC1C=CS(=O)(=O)C1 (stereo not drawn)	-11	3	8	-0.2	6	-8	-7	37	-7
COc1cccc(C(=O)Nc2ccc(NC(C)=O)cn2)c1	4	-4	6	1.2	-26	9	1	-59	-4
CN(C(=O)c1ccc(Cl)c(S(=O)(=O)N2CCOCC2)c1)c1ccccc1C(=O)O	-2	-4	1	-0.8	7	-17	0	-2	-5
CCN1C(=O)CSc2ccc(C(=O)NCCCN3CCOCC3)cc21	-2	-3	15	1.6	-8	9	-2	0	-4
CCCOc1ccccc1C1NC(=O)NC(C)=C1C(=O)OCCOC (stereo not drawn)	1	0	20	-1.6	-3	34	14	3	0
COc1ccc(CNCC(O)(c2ccc(Cl)cc2)c2ccc(Cl)cc2)cc1OC	2	1	24	-0.2	2	16	8	33	4
Cc1ccc(NC(=O)OCCN2CCN(Cc3ccccc3)CCC2=O)cc1	0	-2	5	-2.4	4	5	8	-18	6
Cc1ccc(CSCCNS(=O)(=O)c2ccc([N+](=O)[O-])cc2)cc1	-2	11	48	-0.5	-91	25	-3	1	-15
CCc1nn(C(C)C(=O)N(C)Cc2ccccc2)c(=O)c2cc3occc3n12 (stereo not drawn)	-3	-4	17	1.1	-17	12	6	25	5
S=C(NCCc1ccccc1)Nc1ccc(Cl)cc1Cl	1	-5	36	-2.2	-6	34	49*	9	-10
CCC(=O)c1cn(CC(=O)Nc2cccc(OC)c2)c2ccccc12	-1	-2	-11	0.8	-12	-21	3	16	-11
Cc1nonc1CC(=O)N1CCCC(C(=O)c2cccc(C(F)(F)F)c2)C1 (stereo not drawn)	-2	-4	7	-0.7	-1	4	-14	11	0
COc1ccc(CNC(=O)[C@H](Cc2ccccc2)NC(=O)C2CCNCC2)cc1	-2	0	-2	1.3	1	-3	6	-11	-2
CCOC(=O)C1CCN(C(=O)c2ccc(Cl)c(NC3=NC4CS(=O)(=O)CC4S3)c2)CC1 (stereo not drawn)	-4	-3	8	0.5	-3	2	-1	1	-2
COc1ccccc1N1CCN(C2CCN(S(=O)(=O)c3ccc(C)cc3)CC2)CC1	-3	-1	-1	-1.3	-1	1	1	-33	-1
COc1ccc(CNC(=O)CSCc2cnn(-c3ccccc3)c2-n2cccc2)cc1	-3	-2	14	0.6	-3	44*	-3	3	-2
COc1ccc(Cc2noc(CN3CCNC(=O)CC3)n2)cc1OC	0	-3	-8	0.4	2	-10	6	14	-6
COCCCN(C(=O)c1ccccc1)c1nc(-c2ccc(OC)cc2)cs1	-6	-2	17	-0.6	1	13	2	19	4
CS(=O)(=O)N1CCC(C(=O)Nc2ccc(C(F)(F)F)cc2)CC1	-3	1	8	-0.7	6	-4	1	-4	-3
COCc1c(C(=O)N/N=C\c2cccs2)nnn1-c1nonc1N	-3	1	-8	2.2	-1	-26	6	28	2
O=C(CN(c1cc(Cl)ccc1Cl)S(=O)(=O)c1ccccc1)N1CCOCC1	-1	-5	17	0.2	8	17	11	4	6
Cc1nc2ccc(NC(=O)N3CCC(c4ccccc4)C3)cc2nc1C (stereo not drawn)	4	1	21	1.0	18	11	16	0	5
COc1ccc(CN(C)CC(O)COc2ccc(C(=O)c3ccccc3)cc2)c(OC)c1OC (stereo not drawn)	2	2	-4	-0.5	3	0	10	19	2
C/C(Cl)=C\Cn1c(N2CCCC2)nc2c1c(=O)[nH]c(=O)n2C	-3	-1	4	-2.2	38	9	-1	23	-2
Clc1ccc(Nc2nc(C3CC3)cs2)cc1	2	-3	48	3.3	5	54*	43*	-258	6
Cc1cc(C)c(-c2csc(NC(=O)COC(=O)c3ccc4c(c3)OCO4)n2)c(C)c1	-1	-5	9	-0.6	7	5	2	-25	-7
Cc1ccc(NC(=O)C/C(N)=N/OC(=O)Nc2cccc(Cl)c2)cc1	0	8	11	1.3	-56	36	40*	4	-26
COc1ccc(C(=O)c2nc3c(n2O)CCCCC3)cc1	0	-2	16	1.0	-2	13	1	-6	-4
CCO[C@@H]1OC(C(=O)Nc2ccccc2)=C[C@H](c2csc3ccccc23)[C@H]1CCCO	0	4	22	2.3	16	14	13	14	3
COCCn1c(C)cc(C(=O)COC(=O)c2ccc3ncsc3c2)c1C	-3	2	15	5.6	-12	31	37	-98	2
O=C(CN1CCS(=O)(=O)CC1)NNC(=O)C1CCCCC1	-3	-1	-1	-0.6	-13	2	-11	5	-8
N#Cc1ccc(S(=O)(=O)N2CCC(N3CCCCC3)CC2)cc1	8	1	1	1.1	12	-5	8	2	5
Cc1ccccc1Nc1nnc(SCC(=O)NC(=O)NCc2ccco2)s1	-3	3	8	-1.5	7	24	-3	10	5
O=C(CSc1nc2ccccc2o1)Nc1nc(-c2ccccc2)cs1	-3	-2	38	3.3	-9	16	35	5	-4
O=C(Nc1cccnc1)c1ccc2c(c1)C(=O)N(Cc1cccnc1)C2=O	0	-4	-5	1.5	-11	8	3	-28	7
COc1cccc(NC(=O)CN(C)C(C)C(=O)Nc2ccc(C#N)cc2)c1 (stereo not drawn)	-2	-5	-4	-0.7	4	8	11	5	-4
Cc1ccc(N2C(=O)N(CC(=O)Nc3cc(Cl)ccc3C)C(=O)C2C)cc1 (stereo not drawn)	2	15	12	-0.7	3	-15	3	16	1
COc1cc(/C=C2\SC(=Nc3ccc(O)cc3)NC2=O)cc(OC)c1OC	10	0	-16	2.6	17	1	11	52*	·
COc1cc(C(=O)N/N=C(\C)c2ccc(NC(=O)Cc3ccccc3)cc2)ccc1O	-2	-3	-8	0.9	-3	-4	-7	5	-3
CC1CCN(S(=O)(=O)c2ccc(NC(=O)CNC3CCCCC3)cc2)CC1	-6	-5	-11	-1.4	-7	-2	-6	45	-5
Cn1nc(C(=O)NCCOc2ccccc2)c2ccccc2c1=O	1	-1	-1	1.3	12	19	8	1	4
COc1ccc([N+](=O)[O-])cc1NC(=S)NC(NC(C)=O)C(Cl)(Cl)Cl (stereo not drawn)	-1	0	-3	-1.0	-20	2	-7	-16	7
COc1ccc(Nc2ncnc3sc(-c4ccccc4)cc23)cc1OC	-2	-3	18	0.6	-8	14	9	38	-3
COCCCNC(=O)CCc1c(C)nc2c(c(C)nn2-c2ccc(C)cc2)c1C	-5	-1	20	-0.5	1	23	-8	19	3
CN1CCN(c2nc(N3CCN(CCO)CC3)nc3ccccc23)CC1	-2	-3	-26	-1.0	6	-1	3	3	0
CCN(CC)C(=O)Cn1cnc2sc(C(=O)N3CCN(c4ccc(F)cc4)CC3)c(C)c2c1=O	1	-2	18	-0.8	2	19	-4	17	-1

Further records follow.
SMILES	UPR XBP1 act	APJ agonist	tim23-1 inh	UPR CHOP act	APJ antagonist	tim10-1 inh	TIM10 inh	Mdm2-MdmX inh	CXCR6 block
CC(=O)N1[C@H](C)C=C[C@]1(Cc1ccccc1)C(=O)O	0	-1	10	0.9	18	8	2	15	-6
Cc1ccc(Cn2ccsc2=NC(=O)COC(=O)c2ccc(NC(=O)CC#N)cc2)cc1	-3	0	10	1.2	-61	-5	-1	15	-2
Nc1ccccc1C(=O)N1CCC(O)(c2ccc(Cl)cc2)CC1	-1	-1	10	-1.1	-9	-10	4	13	-3
COc1ccc(NS(=O)(=O)c2cc(NC(=O)c3ccc(=O)[nH]n3)ccc2N2CCOCC2)cc1	-4	-4	10	-0.2	16	13	-2	-15	6
COc1ccc(CCN(Cc2ccccn2)C(=S)Nc2ccccc2Cl)cc1OC	-2	-2	32	-0.1	-18	30	19	8	1
CC[C@@]1(C(=O)OC)N[C@H](CN(C)S(=O)(=O)c2ccc(C(C)(C)C)cc2)[C@@H]2C(=O)N(Cc3ccccc3)C(=O)[C@@H]21	-4	-4	8	0.8	9	8	-1	-24	14
Cc1ccc(Nc2c(-c3ccccn3)nc3cc(C)ccn23)cc1	8	-4	57*	17	39	36	25	92*	40*
CCOc1ccc(CCN2C(=O)C3C4CCC(O4)C3C2=O)cc1OCC (stereo not drawn)	-2	-4	6	0.9	7	-3	9	8	-6
CN(C)c1ccc(/C=N/NC(=O)C(O)(c2ccccc2)c2ccccc2)o1	-1	-4	11	-1.6	2	5	8	9	-9
COc1ccc(C(C)(C)C)cc1NC(=O)c1ccoc1C	-2	-3	28	-0.1	-4	28	12	25	-5

Overlap with the part before: 4 entries, followed by the next part.
SMILES	UPR XBP1 act	APJ agonist	tim23-1 inh	UPR CHOP act	APJ antagonist	tim10-1 inh	TIM10 inh	Mdm2-MdmX inh	CXCR6 block
Cc1ccc(Nc2c(-c3ccccn3)nc3cc(C)ccn23)cc1	8	-4	57*	17	39	36	25	92*	40*
CCOc1ccc(CCN2C(=O)C3C4CCC(O4)C3C2=O)cc1OCC (stereo not drawn)	-2	-4	6	0.9	7	-3	9	8	-6
CN(C)c1ccc(/C=N/NC(=O)C(O)(c2ccccc2)c2ccccc2)o1	-1	-4	11	-1.6	2	5	8	9	-9
COc1ccc(C(C)(C)C)cc1NC(=O)c1ccoc1C	-2	-3	28	-0.1	-4	28	12	25	-5
Cc1ccc(NC(=S)NC(=O)C2CC2)c(C)c1	1	-3	47	4.5	16	23	1	25	-3
C=CCn1c(SCCC)nc(O)cc1=O	1	34*	-3	-4.3	-2	5	0	22	-6
Cc1cc(NS(=O)(=O)c2ccc(NC(=O)COc3ccccc3C(C)(C)C)cc2)no1	-2	1	5	-1.3	-4	1	2	-18	-4
O=C(COC(=O)c1ccc[n+]([O-])c1)Nc1ccccc1OC(F)F	0	0	-1	-0.9	12	-13	-13	-5	4
CCOC(=O)C1CCN(C(=O)c2ccc3c(Cl)c4c(nc3c2)CCCC4)CC1	-4	-2	45	1.4	25	31	20	-19	3
Cn1c(N)c(C(=O)c2ccc(C#N)cc2)c(=O)n(C)c1=O	0	1	8	1.5	1	7	-26	1	-2
CCC1Nc2ncnc(N3CCc4ccccc4C3)c2N(Cc2ccc(Cl)cc2)C1=O (stereo not drawn)	3	-2	41	-0.8	29	36	5	35	30
O=C(Nc1cccnc1)c1ccc2ccccc2c1O	-1	7	14	2.7	-34	3	14	-39	-22
Cc1cc(NC(=O)c2ccccc2)n(C(C)(C)C)n1	-2	-3	-3	0.4	-11	-7	2	-31	5
O=C(O)c1ccccc1COc1ccccc1Cl	4	4	10	-0.4	-2	-5	7	0	1

Source: PubChem BioAssay

Not all compounds are listed (hit frequency here may not be typical).
